From PubChem BioAssay
MITF primary: human MITF inhibition, primary screen; O75030; AlphaScreen MITF homodimerization, bead proximity signal; inhibition, % at 2.6 µM; 0.91% of 650,000 active; in the data active = inhibition above about 50%;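 note: 0% = vehicle wells with protein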
GPR151 ag: activators of human GPR151; Q8TDV0; PathHunter beta-arrestin GPR151 cells, luminescence; activation, % at 11.2 µM; 1% of 650,000 active; AID 1508602; in the data active = activation above about 4.9%;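 note: 0% = median of compound wells and 100% = cells with positive control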
TEAD-YAP block: TEAD-YAP interaction inhibition | inhibition, % at 9.12 µM | HEK-TIYL cells, TEAD-Gal4/YAP UAS-luciferase luminescence | 1.4% of 640,000 active; in the data active = inhibition above about 32%;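 note: 0% = median of test compound wells and 100% = reference inhibitor wells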
FBW7 activator: human FBW7 E3 ligase activation, primary screen; normalized activity (activation), % at 26.1 µM; Q969H0; 0.13% of 650,000 active; AlphaScreen FBW7–phospho-cyclin E peptide binding, activator screen; in the data active = normalized activity above about 1.9%;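 note: purified mutant Fbw7 with reduced substrate affinity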
Target sequence (Q969H0 whole entry, looked up): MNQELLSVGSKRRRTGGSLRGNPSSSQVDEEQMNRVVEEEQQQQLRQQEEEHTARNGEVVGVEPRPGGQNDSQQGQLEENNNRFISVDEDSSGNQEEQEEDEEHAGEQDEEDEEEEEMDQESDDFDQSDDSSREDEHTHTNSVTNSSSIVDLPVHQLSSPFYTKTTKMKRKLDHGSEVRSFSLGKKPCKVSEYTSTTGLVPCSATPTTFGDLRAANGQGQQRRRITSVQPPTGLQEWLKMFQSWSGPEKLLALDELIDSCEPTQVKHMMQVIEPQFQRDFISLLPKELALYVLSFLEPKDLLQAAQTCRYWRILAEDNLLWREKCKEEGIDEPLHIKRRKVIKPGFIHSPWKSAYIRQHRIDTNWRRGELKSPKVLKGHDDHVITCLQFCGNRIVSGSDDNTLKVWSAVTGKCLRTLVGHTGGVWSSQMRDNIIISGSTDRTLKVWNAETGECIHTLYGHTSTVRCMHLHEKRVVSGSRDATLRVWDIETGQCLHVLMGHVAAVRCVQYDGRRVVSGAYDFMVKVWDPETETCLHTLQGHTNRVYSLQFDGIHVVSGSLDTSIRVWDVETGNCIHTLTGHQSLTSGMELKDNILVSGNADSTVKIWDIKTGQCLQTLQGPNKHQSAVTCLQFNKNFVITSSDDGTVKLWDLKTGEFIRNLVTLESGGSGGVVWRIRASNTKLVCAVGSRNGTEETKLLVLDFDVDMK
The depositor's hits bear a star; · = not tested or not shown.

SMILES | MITF primary | GPR151 ag | TEAD-YAP block | FBW7 activator
O=C(c1cc2n(n1)C(C(F)(F)F)CC(c1ccc(Cl)cc1)N2)N1CCN(c2ccccc2)CC1 (stereo unspecified) | 2 | -0.5 | 4 | -0.1
Cc1cccc(NC(=O)NC2CCS(=O)(=O)C2)c1 (stereo unspecified) | 2 | -0.3 | 3 | -0.3
CC(CC(=O)O)CC(=O)N1CCC2(CC1)OCc1cc(-c3ccccc3)ccc1O2 (stereo unspecified) | 23 | 1.3 | -41 | -0.4
Cc1cc(Br)c2c(c1)C(O)(CC(=O)c1ccc(Cl)s1)C(=O)N2 (stereo unspecified) | 1 | 0.5 | 4 | 0.0
O=C1NC(=O)N(c2ccccc2F)C(=O)/C1=C\c1cccc2ccccc12 | 13 | -1.0 | 4 | 0.1
Cc1cc(NCC(CC(=O)O)C(=O)O)ccc1C(C)C (stereo unspecified) | -8 | -0.6 | 1 | -0.1
COc1ccccc1CNC(=O)C1CCCN(c2ncnc3c2nc2n3CCCCC2)C1 (stereo unspecified) | 1 | 1.1 | 1 | -0.1
O=C(Nc1ccc(Br)cc1)c1ccc(S(=O)(=O)N2CCOCC2)cc1 | -4 | 1.6 | 5 | 0.1
Cc1c(Cl)cccc1-c1ccc(C(=O)NCc2ccco2)o1 | 17 | -2.9 | -13 | 0.0
CC/C(=N\O)C(C)(C)/[N+]([O-])=C/c1ccc(Br)cc1 | 11 | -0.9 | -6 | 0.2

Ordered by molecular weight (highest first): some entries from above
SMILES | MITF primary | GPR151 ag | TEAD-YAP block | FBW7 activator
O=C(c1cc2n(n1)C(C(F)(F)F)CC(c1ccc(Cl)cc1)N2)N1CCN(c2ccccc2)CC1 (stereo unspecified) | 2 | -0.5 | 4 | -0.1
COc1ccccc1CNC(=O)C1CCCN(c2ncnc3c2nc2n3CCCCC2)C1 (stereo unspecified) | 1 | 1.1 | 1 | -0.1
O=C1NC(=O)N(c2ccccc2F)C(=O)/C1=C\c1cccc2ccccc12 | 13 | -1.0 | 4 | 0.1
Cc1c(Cl)cccc1-c1ccc(C(=O)NCc2ccco2)o1 | 17 | -2.9 | -13 | 0.0

Additional structures follow:
SMILES | MITF primary | GPR151 ag | TEAD-YAP block | FBW7 activator
CCOC(=O)Cn1nc(C)c([N+](=O)[O-])c1C | 5 | 1.0 | -2 | 0.1
CC1CCCN(c2ncnc3nc[nH]c23)C1 (stereo unspecified) | -1 | 0.1 | -8 | -0.3
Nc1nc(-c2ccccc2)nc2c1ncn2Cc1ccc(C(F)(F)F)cc1 | 9 | -0.3 | -6 | 0.1
O=C(CCCn1c(=S)[nH]c2ccsc2c1=O)NCc1cccnc1 | 5 | -0.7 | 7 | 0.1
CC1CCN(C(=O)CSc2nc3ccccc3n2CC(=O)N(C(C)C)C(C)C)CC1 | 10 | 0.1 | 7 | 0.3
CCCc1cc(=O)[nH]c(Nc2cc(C)ccc2OC)n1 | 8 | 2.6 | 6 | 0.0
Oc1oc(-c2ccc(Br)cc2)nc1C=Nc1cc(Cl)ccc1Cl | 11 | 0.2 | -5 | -0.1
O=C(CN1C(=O)NC(Cc2c[nH]c3ccccc23)C1=O)NCCC1=CCCCC1 (stereo unspecified) | -1 | 0.4 | 6 | -0.1
O=C(CCc1ccccc1)Nc1ccnn1C1CCN(C(=O)c2cccnc2)CC1 | 8 | -0.9 | -3 | -0.1
Cc1ccc(CCNC(=O)Cn2cc3c(n2)CCCCC3)cc1 | -62 | 0.8 | -1 | 0.8
COc1ccc(C(=O)Nc2ccc(S(=O)(=O)Nc3onc(C)c3C)cc2)c(OC)c1 | 3 | 0.5 | 4 | -0.1
Cc1ccccc1COc1ccc2oc(C)c(C(=O)O)c2c1 | 14 | 0.2 | 4 | -0.2
C=CCN(c1ccc(C(=O)Nc2ccc(Br)c(C)c2)cc1)S(C)(=O)=O | 1 | -0.7 | -17 | 0.2
CC(C)CO/N=C1\C[C@@H](O)[C@@H](O)[C@@H]2[C@@H]3C(=O)N(C4CCCCC4)C(=O)[C@@H]3CC[C@@H]12 | 6 | 1.8 | · | 0.0
CCn1c(=O)c2c(nc3n(-c4cc(C)cc(C)c4)c(C)c(C)n23)n(C)c1=O | 2 | 0.5 | 5 | 0.1
O=C1Nc2ccccc2/C1=N\N1CCN(c2ccccc2)CC1 | 17 | -0.7 | -1 | 0.0
O=C(Nc1ccc(-c2cccc(F)c2)cc1)C1CCCN(C(=O)C2CC2)C1 (stereo unspecified) | -6 | -0.2 | 27 | 0.0
O=C(Nc1ccccc1N1CCOCC1)c1cc(Br)c(Br)s1 | 0 | -0.6 | 0 | 0.1
Cc1cc(C)nc(Sc2cccc(C(=O)NN)c2)n1 | 8 | -0.2 | -4 | 0.2
COc1ccccc1N1CC(C)Cn2c1nc1c2c(=O)[nH]c(=O)n1C (stereo unspecified) | 7 | 0.5 | 0 | 0.1
Nc1ccc(S(=O)(=O)NCC(=O)O)cc1[N+](=O)[O-] | 5 | 0.7 | -3 | 0.0
Oc1ccc(CN2CCN(c3ccccc3F)CC2)c2cccnc12 | 20 | 0.6 | -2 | -0.6
CCn1cc(CN2CCC3(CC2)CC3C(=O)NCC2(c3ccccc3)CCCC2)c(C)n1 (stereo unspecified) | -3 | -0.8 | 1 | 0.0
COc1ccc(CCNC(=O)c2ccc3c(=O)n(Cc4ccc(Cl)cc4)c(=S)[nH]c3c2)cc1OC | -11 | -0.2 | -1 | 0.6
CC(=O)Nc1ccc(SCC(=O)OCC(=O)NC(=O)NCc2ccco2)cc1 | 14 | 1.4 | 3 | 0.1
CC(=O)Nc1ccc(S(=O)(=O)Nc2nc3ccccc3s2)cc1 | -10 | 1.5 | -3 | 0.4
CCOC(=O)Cn1cc(/C=C(/C#N)C(=O)Nc2cccc(C)c2)c2ccccc21 | 16 | 0.0 | 1 | 0.3
Cc1cccc(OCC(=O)N2CCN(c3cc(N4CCCC4)ncn3)CC2)c1C | 8 | -0.8 | -9 | 0.2
Cc1cc(C)c2sc(NC(=O)c3cccc4ccccc34)nc2n1 | 6 | -1.8 | 7 | -0.1
COC(=O)NC1c2ccccc2Oc2ccc(OC)cc21 (stereo unspecified) | 0 | -0.1 | 4 | -0.2
CCOC(=O)COc1ccc(C=C2C(=O)NC(=O)NC2=O)cc1Br | 11 | -1.1 | 4 | -0.4
COc1ccc(OC)c(NC(=O)C(=O)NCc2ccco2)c1 | 2 | 1.3 | -10 | -0.1
COc1ccc(OC)c(NC(=O)CSc2cccc[n+]2[O-])c1 | 5 | 0.1 | 2 | 0.0
C=CCN1C(=O)C(CC(=O)Nc2ccccc2)N(Cc2ccccn2)C1=S (stereo unspecified) | -5 | 1.7 | 3 | 0.0
O=C(COc1ccc(Br)cc1Br)NCC1CCCO1 (stereo unspecified) | -4 | 0.0 | -45 | -0.1
C=CCNC(=O)C(=O)NCCC1=CCCCC1 | 11 | 0.6 | -11 | 0.1
CC(C)(C)n1nnnc1CN1CCN(c2ccc(F)cc2)CC1 | 2 | -0.8 | -3 | 0.1
CC(=O)N/C(=C/c1ccccc1)C(=O)N(C(C)C)C(C)C | 8 | 2.4 | 3 | 0.1
COc1ccc(-c2cnc3c(F)cc4ccncc4c3c2)cc1 | -1 | -0.3 | -5 | 0.1
COc1ccc(O)c(CN2CCN(C)C(CCO)C2)c1 (stereo unspecified) | 17 | 0.6 | -5 | 0.1
COc1cccc(-c2nc(CSCC(=O)NC3CCCC3)c(C)o2)c1 | 13 | 0.1 | 18 | 0.1
Cc1nc2nc[nH]n2c(=O)c1NC(=O)c1ccccc1Cl | -2 | -0.9 | 0 | -0.2
Nc1cccc2c1C(=O)N(C(=O)c1ccc(Cl)c(S(=O)(=O)N3CCCCC3)c1)C2=O | 1 | -1.3 | -1 | 0.0
COc1ccc(CCNc2cc(-c3ccc(OC)cc3)ncn2)cc1 | 13 | -1.3 | -13 | 0.3
COc1cccc(-c2ccccc2NC(=O)C2CCN(CC3CCOC3)CC2)c1 (stereo unspecified) | 24 | -1.9 | -7 | 0.1
CCOC(=O)C1CCCN(C(=O)c2ccc(NC(=O)c3cn(C)nc3OC)cc2)C1 (stereo unspecified) | 7 | -1.0 | 4 | 1.8
CCCCC[C@H](O)/C=C/[C@@H]1[C@@H](CCCCCCC(=O)O)[C@@H](O)C[C@H]1O | 1 | 2.2 | · | ·
N#Cc1ccccc1NC(=O)COc1ccccc1[N+](=O)[O-] | 14 | -2.3 | -26 | 0.9
COc1cccc(NC(=O)Nc2nnc(CC(=O)Nc3ccc(C)cc3)s2)c1 | 12 | -0.7 | 9 | 0.4
NC(=O)OCCNC(=O)Oc1ccc(Cl)cc1Cl | -11 | -0.9 | -2 | -0.1

One compound at a time (already shown):
Record of CCCc1cc(=O)[nH]c(Nc2cc(C)ccc2OC)n1 : MITF primary = 8; GPR151 ag = 2.6; TEAD-YAP block = 6; FBW7 activator = 0.0
Record of COC(=O)NC1c2ccccc2Oc2ccc(OC)cc21 (stereo unspecified) : MITF primary = 0; GPR151 ag = -0.1; TEAD-YAP block = 4; FBW7 activator = -0.2
Record of Nc1cccc2c1C(=O)N(C(=O)c1ccc(Cl)c(S(=O)(=O)N3CCCCC3)c1)C2=O : MITF primary = 1; GPR151 ag = -1.3; TEAD-YAP block = -1; FBW7 activator = 0.0

More records follow:
SMILES | MITF primary | GPR151 ag | TEAD-YAP block | FBW7 activator
Cc1oc(-c2ccc(Cl)cc2)nc1CSCC(=O)N1CCCC1 | -8 | 0.0 | -5 | -0.3
O=C(NC1CCN(Cc2ccccc2)CC1)c1cccc(NCCCN2CCCC2=O)c1 | 15 | -0.6 | -5 | 0.3
C=CCOc1ccc(C2/C(=C(/O)c3ccc(OCCC)cc3C)C(=O)C(=O)N2CCN(CC)CC)cc1 (stereo unspecified) | 12 | 0.7 | 2 | 0.1
CCOc1ccc(-c2cc(C(F)(F)F)c(C#N)c(SCC(=O)NCC(=O)O)n2)cc1 | 4 | -0.7 | -1 | 0.7
c1ccc(CN2CCC(Nc3nc(Nc4cnccn4)nc4nc[nH]c34)CC2)cc1 | 11 | -1.8 | -15 | 0.1
Cc1nn2cc(CNC(=O)CC3C(=O)NCCN3Cc3cccc4ccccc34)nc2s1 (stereo unspecified) | 19 | -0.4 | -2 | -0.1
COc1ccc(S(=O)(=O)c2c[nH]c3ccc(Cl)cc3c2=O)cc1 | 5 | 0.4 | -2 | -0.1
CCOc1ccc(N(CC(=O)N(C)C)S(=O)(=O)c2ccc(Cl)cc2)cc1 | 7 | 1.5 | 4 | 0.0
NC(=O)Cn1c(=O)n(CCC(=O)NCCc2ccc(Cl)cc2)c(=O)c2sccc21 | 10 | -0.5 | 1 | 0.2
CCC1C(C#N)=C(N)SC2=C1C(=O)c1ccccc12 (stereo unspecified) | 21 | -0.9 | 2 | 0.3
O=[n+]1cc(-c2ccccc2)n([O-])c2c1CCC2 | 3 | 0.8 | 2 | 0.0
NC(=O)c1ccc(NC(=O)c2cc(F)cc(F)c2)cc1 | 13 | -1.0 | -5 | 0.1
COc1ccc(/C=N/NC(=O)C(C)n2cnc3ccccc3c2=O)cc1 (stereo unspecified) | 0 | -0.8 | -4 | 0.0
CCCNC(=O)c1ccccc1NC(=O)COc1ccc(OC)cc1 | 8 | -0.6 | -7 | 0.1
O=C(CSc1nc2[nH]ncc2c(=O)n1-c1cccc(C(F)(F)F)c1)Nc1ccccc1F | 3 | 0.9 | -7 | -0.1
COc1cccc(Oc2ncc(F)c(-c3cc(N4CCOCC4)cc(C(F)(F)F)c3)n2)c1 | -7 | 0.6 | 8 | 0.5
CC(C)(C)CC(C)(C)NS(=O)(=O)c1ccc([N+](=O)[O-])cc1 | -2 | -0.4 | -10 | 0.0
CCCC1(C2CCN(C(=O)Cc3ccccc3F)CC2)NC(=O)N(CC2CCCO2)C1=O (stereo unspecified) | 7 | -1.6 | -13 | 0.3
CCN(CC)CC(=O)OC1CC2CCC1(C)C2(C)C (stereo unspecified) | -2 | -0.7 | -1 | -0.2
O=C(c1ccc[nH]1)c1cc2cc(Br)ccc2o1 | 0 | 0.1 | -62 | 0.6

Compounds listed so far containing a COOH group, in the order listed:
SMILES | MITF primary | GPR151 ag | TEAD-YAP block | FBW7 activator
CC(CC(=O)O)CC(=O)N1CCC2(CC1)OCc1cc(-c3ccccc3)ccc1O2 (stereo unspecified) | 23 | 1.3 | -41 | -0.4
Cc1cc(NCC(CC(=O)O)C(=O)O)ccc1C(C)C (stereo unspecified) | -8 | -0.6 | 1 | -0.1
Cc1ccccc1COc1ccc2oc(C)c(C(=O)O)c2c1 | 14 | 0.2 | 4 | -0.2
Nc1ccc(S(=O)(=O)NCC(=O)O)cc1[N+](=O)[O-] | 5 | 0.7 | -3 | 0.0
CCCCC[C@H](O)/C=C/[C@@H]1[C@@H](CCCCCCC(=O)O)[C@@H](O)C[C@H]1O | 1 | 2.2 | · | ·
CCOc1ccc(-c2cc(C(F)(F)F)c(C#N)c(SCC(=O)NCC(=O)O)n2)cc1 | 4 | -0.7 | -1 | 0.7
